MOR-DOR ag = agonists of human mu-delta opioid receptor heterodimerization | cells, OPRM1-OPRD1 heterodimerization, luminescence | activation, % at 9.3 µM | 340,000 tested, 0.3% active | AID 504326; in the data active = activation above about 18%;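 note: 0% = vehicle-treated cells and 100% = reference agonist; values of inactives mirror those of a sister screen read the other way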
PKA-R1A act = activators of PKA-R1A complex; PKA-R1A dissociation, Cy5-IP20 fluorescence polarization; scaled: DMSO 0%, 113 µM cGMP 100%; activation, % at 11.4 µM; 340,000 tested, 0.083% active; AID 504707;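 active = percent activation above the mean of all tested compounds plus 3 SD, cut at about 19% in these data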;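 note: higher means more PKAc released from R1A so a rise in polarization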
PfHsp90 set2 = growth inhibition of yeast expressing Plasmodium Hsp90; S. cerevisiae expressing PfHsp90, BacTiter-Glo ATP, 48 h; yeast lacking PDR1 and PDR3 efflux regulators; inhibition, % at 9.4 µM; 310,000 tested, 0.32% active;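 active = every replicate shows inhibition above about 80%, whatever the replicate mean, limit read from the data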;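 note: 0% = DMSO neutral controls and 100% = 20 µM radicicol positive controls; yeast relying on Plasmodium falciparum Hsp90 in place of its own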
phage Ecoli inh = E. coli growth loss with phage present. inhibition, % at 11.9 µM. growth absorbance. 360,000 tested, 0.26% active; in the data active = inhibition above about 11%
AddAB inh = less growth of phage-infected E. coli with AddAB. inhibition, % at 11.9 µM. E. coli expressing H. pylori AddAB, absorbance growth. 330,000 tested, 0.29% active; in the data active = inhibition above about 12%;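 note: 0% = vehicle wells of infected cells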
Mot1-301 SUMO = inhibitors of SUMOylation pathway: yeast Mot1-301 growth rescue; 320,000 tested, 1% active; S. cerevisiae Mot1-301 growth rescue, ATP luminescence, 38.5C; percent above DMSO median, 100 means doubled; AID 2716; growth rescue, % at 18.8 µM;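 active = every valid replicate shows activation above 250% relative to neutral control wells; inactive = the rest, any valid replicate at or below 250%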;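 note: OY570 slx delta 5 strain wells were the positive control but not used for scaling; some compounds called inactive have numbers as strong as hits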
E coli growth = counter-screen for AddAB inhibitors: E. coli growth inhibition; E. coli V3065 growth, OD600 absorbance, 18 h; inhibition, % at 11.9 µM; 330,000 tested, 0.27% active;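 active = inhibition above the campaign's mean inhibition across all tested compounds plus 3 SD, cut at about 9.9% in these data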;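 note: uninfected addAB+ strain grown without phage in ampicillin broth; 0% = DMSO wells and 100% = ciprofloxacin 0.95 µg/ml wells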
HTR5A ag ctr = counter-screen for OPRM1-OPRD1 agonists: human HTR5A agonism; HTR5A agonist assay, luminescence, cell-based; P47898; activation, % at 9.3 µM; 340,000 tested, 0.61% active; in the data active = activation mostly above about 9.5%, no sharp cut-off; inactive = mostly below about 7.6%;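 note: 0% = cells with vehicle only and 100% = reference agonist; strong numbers were not always called active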
DSG3 Ab inh = human desmoglein-3 autoantibody binding inhibition; AID 588358; DSG3-coupled beads, scFv-anti-DSG3-GFP binding, flow cytometry; active compounds read low; 310,000 tested, 0.48% active; binding (percent of control), % at 10 µM; P32926;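 active = binding more than 3 SD below its plate's average and above zero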;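 note: hits lower antibody fragment binding to DSG3; some compounds called inactive have numbers as strong as hits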
Target sequence (P32926 whole entry, looked up, the tested form may be a part): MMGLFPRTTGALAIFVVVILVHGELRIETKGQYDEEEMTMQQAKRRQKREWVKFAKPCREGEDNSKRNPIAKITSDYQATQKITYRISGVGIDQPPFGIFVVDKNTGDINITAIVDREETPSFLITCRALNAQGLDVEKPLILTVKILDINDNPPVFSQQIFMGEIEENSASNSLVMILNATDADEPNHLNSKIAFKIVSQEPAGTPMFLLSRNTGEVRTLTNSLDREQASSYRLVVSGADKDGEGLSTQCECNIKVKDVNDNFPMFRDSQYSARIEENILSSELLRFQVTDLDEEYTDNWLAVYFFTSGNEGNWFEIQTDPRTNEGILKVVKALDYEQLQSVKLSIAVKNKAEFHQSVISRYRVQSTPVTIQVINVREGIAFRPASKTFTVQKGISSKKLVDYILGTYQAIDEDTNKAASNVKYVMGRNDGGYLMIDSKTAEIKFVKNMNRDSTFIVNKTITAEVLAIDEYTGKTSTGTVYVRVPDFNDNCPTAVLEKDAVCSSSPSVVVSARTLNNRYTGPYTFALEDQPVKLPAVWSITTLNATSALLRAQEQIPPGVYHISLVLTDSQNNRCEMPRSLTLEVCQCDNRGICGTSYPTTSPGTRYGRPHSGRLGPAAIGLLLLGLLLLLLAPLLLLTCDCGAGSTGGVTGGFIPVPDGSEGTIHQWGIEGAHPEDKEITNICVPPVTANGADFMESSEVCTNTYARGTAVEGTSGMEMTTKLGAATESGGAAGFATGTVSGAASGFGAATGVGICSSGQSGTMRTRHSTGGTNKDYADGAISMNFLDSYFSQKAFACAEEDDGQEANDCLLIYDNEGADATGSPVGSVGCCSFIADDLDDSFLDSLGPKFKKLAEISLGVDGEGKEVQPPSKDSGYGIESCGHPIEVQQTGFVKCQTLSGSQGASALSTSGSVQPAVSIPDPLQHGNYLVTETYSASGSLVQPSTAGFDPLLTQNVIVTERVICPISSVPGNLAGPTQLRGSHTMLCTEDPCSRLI
HTR5A inv ag = HTR5A inverse agonism, opioid heterodimer counter-screen; HTR5A cell line, luminescence; inhibition, % at 9.3 µM; 340,000 tested, 0.083% active; AID 504634; in the data active = inhibition mostly above about 23%, no sharp cut-off; inactive = mostly below about 18%;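 note: 0% = cells with DMSO and 100% = no-cell wells with DMSO; some compounds called inactive have numbers as strong as hits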
MOR-DOR inv ag = mu-delta opioid heterodimer inverse agonism; inhibition, % at 9.3 µM; cell-based MOR-DOR heterodimer luminescence; P35372+P41143; AID 504357; 340,000 tested, 0.21% active; in the data active = inhibition above about 22%, passing the limit was not always enough;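 note: 0% = cells with DMSO and 100% = wells without cells with DMSO; values of inactives mirror those of a sister screen read the other way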
* hit, by the source's call. Compounds as they come, and some 3.2% of all compounds hit somewhere here.

Results for O=C(Cc1cccc(NC(=O)C2CCCN(C(=O)C3CC3)C2)c1)Nc1cccc(C(=O)N2CCCC2)c1 (stereo not given) ?
MOR-DOR ag: -3.6; PKA-R1A act: -3; PfHsp90 set2: 10; phage Ecoli inh: -1.4; AddAB inh: 0.8; Mot1-301 SUMO: 10; E coli growth: -1.4; HTR5A ag ctr: 4; DSG3 Ab inh: 101; HTR5A inv ag: -4; MOR-DOR inv ag: 16

Results for COc1ccc(NC(=O)Nc2ccccn2)cc1OC ?
MOR-DOR ag: -3.2; PKA-R1A act: -3; PfHsp90 set2: 15; phage Ecoli inh: 1.9; AddAB inh: -0.3; Mot1-301 SUMO: 52; E coli growth: 2.6; HTR5A ag ctr: 0; DSG3 Ab inh: 101; HTR5A inv ag: 7; MOR-DOR inv ag: 16

How did CC(C)Oc1ccc(C2C(C(=O)c3ccco3)=C(O)C(=O)N2Cc2cccnc2)cc1 (stereo not given) do in these assays?
MOR-DOR ag: -1.8; PKA-R1A act: -13; PfHsp90 set2: -14; phage Ecoli inh: 1.7; AddAB inh: 0.2; Mot1-301 SUMO: -14; E coli growth: -2.4; HTR5A ag ctr: 3; DSG3 Ab inh: 100; HTR5A inv ag: -17; MOR-DOR inv ag: 10

Results for Cc1ccc(S(=O)(=O)N2CCN(C(=O)c3ccc(Br)o3)CC2)c(C)c1 ?
MOR-DOR ag: -1.6; PKA-R1A act: -10; PfHsp90 set2: 10; phage Ecoli inh: 0.4; AddAB inh: 0.2; Mot1-301 SUMO: -4; E coli growth: -0.3; HTR5A ag ctr: 9; DSG3 Ab inh: 97; HTR5A inv ag: -26; MOR-DOR inv ag: 10

What do the screens show for `CCCOc1cc(C)c(Cl)cc1S(=O)(=O)N(CC)CC`?
MOR-DOR ag: 2.6; PKA-R1A act: -10; PfHsp90 set2: -2; phage Ecoli inh: 0.6; AddAB inh: -1.6; Mot1-301 SUMO: 4; E coli growth: 0.1; HTR5A ag ctr: 2; DSG3 Ab inh: 90; HTR5A inv ag: 8; MOR-DOR inv ag: -15

Results for Cn1c(SCC(=O)N2CCc3ccccc32)nc2cccnc21 ?
MOR-DOR ag: -0.8; PKA-R1A act: -2; PfHsp90 set2: -5; phage Ecoli inh: 0.9; AddAB inh: 0.0; Mot1-301 SUMO: -8; E coli growth: -3.7; HTR5A ag ctr: 2; DSG3 Ab inh: 101; HTR5A inv ag: -10; MOR-DOR inv ag: 4

Results for CNC(=O)c1ccc(-c2ccccc2)s1 ?
MOR-DOR ag: -0.9; PKA-R1A act: -2; PfHsp90 set2: -8; phage Ecoli inh: 3.2; AddAB inh: 1.9; Mot1-301 SUMO: 4; E coli growth: -0.5; HTR5A ag ctr: 3; DSG3 Ab inh: 104; HTR5A inv ag: -7; MOR-DOR inv ag: 4

What do the screens show for `Cc1ccc(OCC(=O)N2CC3(C)CC2CC(C)(C)C3)cc1` (stereo not given)?
MOR-DOR ag: -0.2; PKA-R1A act: -6; PfHsp90 set2: -41; phage Ecoli inh: 1.4; AddAB inh: -0.4; Mot1-301 SUMO: 0; E coli growth: -0.5; HTR5A ag ctr: 2; DSG3 Ab inh: 91; HTR5A inv ag: -6; MOR-DOR inv ag: 1

How did COc1ccc(OCC(O)CNS(=O)(=O)c2ccc(NC(C)=O)cc2)cc1 (stereo not given) do in these assays?
MOR-DOR ag: -2.5; PKA-R1A act: -6; PfHsp90 set2: -7; phage Ecoli inh: 1.7; AddAB inh: -1.1; Mot1-301 SUMO: -7; E coli growth: 1.9; HTR5A ag ctr: 0; DSG3 Ab inh: 116; HTR5A inv ag: 1; MOR-DOR inv ag: 14

How did CSc1ccccc1NC(=O)c1ccccc1N(C)S(C)(=O)=O do in these assays?
MOR-DOR ag: -2.0; PKA-R1A act: -4; phage Ecoli inh: 0.5; AddAB inh: 0.1; Mot1-301 SUMO: -28; E coli growth: -1.1; HTR5A ag ctr: -1; DSG3 Ab inh: 105; HTR5A inv ag: -9; MOR-DOR inv ag: 9

Results for COc1ccc(Nc2oc(-c3ccccc3F)nc2C#N)cc1 ?
MOR-DOR ag: 4.3; PKA-R1A act: 1; PfHsp90 set2: 18; phage Ecoli inh: 4.0; AddAB inh: 3.8; Mot1-301 SUMO: -14; E coli growth: -0.2; HTR5A ag ctr: 1; DSG3 Ab inh: 106; HTR5A inv ag: -3; MOR-DOR inv ag: -23

Results for COc1ccc(N2CCN(C3CC(=O)N(Cc4ccc(N5CCCC5=O)cc4)C3=O)CC2)cc1 (stereo not given) ?
MOR-DOR ag: 0.5; PKA-R1A act: 1; PfHsp90 set2: -21; phage Ecoli inh: 2.8; AddAB inh: 1.2; Mot1-301 SUMO: -3; E coli growth: 1.3; HTR5A ag ctr: 2; DSG3 Ab inh: 85; HTR5A inv ag: -7; MOR-DOR inv ag: -3

How did Cc1[nH]c2ccccc2c1C(=O)/C=C\c1ccccc1Cl do in these assays?
MOR-DOR ag: 3.1; PKA-R1A act: 0; PfHsp90 set2: 9; phage Ecoli inh: 4.6; AddAB inh: 1.2; Mot1-301 SUMO: -4; E coli growth: -1.6; HTR5A ag ctr: 5; DSG3 Ab inh: 100; HTR5A inv ag: 13; MOR-DOR inv ag: -19

How did O/N=C/c1ccccc1Oc1ccccc1 do in these assays?
MOR-DOR ag: 1.9; PKA-R1A act: -7; PfHsp90 set2: -24; phage Ecoli inh: 2.9; AddAB inh: 3.8; Mot1-301 SUMO: -3; E coli growth: 2.0; HTR5A ag ctr: 7; DSG3 Ab inh: 102; HTR5A inv ag: -17; MOR-DOR inv ag: -10

What do the screens show for `CCCCN(C)C(=O)Cn1cnc2sc(C)c(S(=O)(=O)N3CCN(c4ccccc4OC)CC3)c2c1=O`?
MOR-DOR ag: -2.3; PKA-R1A act: 4; PfHsp90 set2: -40; phage Ecoli inh: 2.4; AddAB inh: 1.0; Mot1-301 SUMO: 7; E coli growth: -1.1; HTR5A ag ctr: -6; DSG3 Ab inh: 108; HTR5A inv ag: 15; MOR-DOR inv ag: 12

How did Cc1ccc(C(C(=O)NC2CCCC2)N(C(=O)CNC(=O)c2ccco2)c2ccccc2)o1 (stereo not given) do in these assays?
MOR-DOR ag: -3.2; PKA-R1A act: -12; PfHsp90 set2: -3; phage Ecoli inh: -0.4; AddAB inh: 2.1; Mot1-301 SUMO: -3; E coli growth: -0.2; HTR5A ag ctr: 6; HTR5A inv ag: -17; MOR-DOR inv ag: 21

Results for COCc1nnc(NC(=O)CS(=O)(=O)Cc2ccccc2)s1 ?
MOR-DOR ag: -3.0; PKA-R1A act: 1; PfHsp90 set2: 3; phage Ecoli inh: 3.1; AddAB inh: 0.0; E coli growth: 1.1; HTR5A ag ctr: 0; DSG3 Ab inh: 98; HTR5A inv ag: -1; MOR-DOR inv ag: 18

How did CCN(CC)S(=O)(=O)c1ccc(C(=O)N2CCN(C(=O)c3ccco3)CC2)cc1 do in these assays?
MOR-DOR ag: -1.6; PKA-R1A act: -11; PfHsp90 set2: 9; phage Ecoli inh: 1.1; AddAB inh: 4.3; Mot1-301 SUMO: -14; E coli growth: -0.6; HTR5A ag ctr: -1; HTR5A inv ag: 3; MOR-DOR inv ag: 6

What do the screens show for `Cc1cccc(-n2nc([N+](=O)[O-])c(N3CCN(C(=O)c4ccco4)CC3)[n+]2[O-])c1`?
MOR-DOR ag: 1.6; PKA-R1A act: 3; phage Ecoli inh: -1.2; AddAB inh: 2.3; Mot1-301 SUMO: 1; E coli growth: -0.4; HTR5A ag ctr: -3; DSG3 Ab inh: 103; HTR5A inv ag: -2; MOR-DOR inv ag: -8

Results for Cc1nnsc1-c1nnc(SCC(=O)c2ccccc2)n1C1CC1 ?
MOR-DOR ag: -2.1; PKA-R1A act: -17; PfHsp90 set2: 11; phage Ecoli inh: -0.6; AddAB inh: 8.1; Mot1-301 SUMO: -2; E coli growth: -1.0; HTR5A ag ctr: 0; DSG3 Ab inh: 106; HTR5A inv ag: -36; MOR-DOR inv ag: 11

Results for Fc1ccc(-c2csc3ncnc(Nc4ccc(N5CCOCC5)cc4)c23)cc1 ?
MOR-DOR ag: 7.2; PKA-R1A act: -2; phage Ecoli inh: 0.4; AddAB inh: 2.3; Mot1-301 SUMO: 4; E coli growth: 0.8; HTR5A ag ctr: -1; DSG3 Ab inh: 103; HTR5A inv ag: -37; MOR-DOR inv ag: -37

What do the screens show for `COc1ccc(OC)c(NC(=O)/C=C/c2ccc(S(=O)(=O)N3CCOCC3)cc2)c1`?
MOR-DOR ag: -1.4; PKA-R1A act: 1; PfHsp90 set2: -24; phage Ecoli inh: 1.0; HTR5A ag ctr: -13; DSG3 Ab inh: 97; HTR5A inv ag: 10; MOR-DOR inv ag: 9

How did O=C(NC1CCCC1)C(c1ccsc1)N(C(=O)Cc1cccs1)c1cccc(F)c1 (stereo not given) do in these assays?
MOR-DOR ag: -0.9; PKA-R1A act: -4; PfHsp90 set2: 8; phage Ecoli inh: 0.6; AddAB inh: 2.4; Mot1-301 SUMO: 8; E coli growth: 0.1; HTR5A ag ctr: 2; DSG3 Ab inh: 98; HTR5A inv ag: -34; MOR-DOR inv ag: 5

What do the screens show for `CC(=O)Oc1ccc(C2OC(=O)c3ccccc3N2C(C)=O)cc1` (stereo not given)?
MOR-DOR ag: -2.2; PKA-R1A act: 3; PfHsp90 set2: 5; phage Ecoli inh: 1.1; AddAB inh: -0.5; Mot1-301 SUMO: 119; E coli growth: -0.3; HTR5A ag ctr: -1; HTR5A inv ag: -8; MOR-DOR inv ag: 11

How did CC(=O)/C(=N/Nc1ccccc1)Sc1nnc(C(O)c2ccccc2)n1-c1ccccc1 (stereo not given) do in these assays?
MOR-DOR ag: -2.3; PKA-R1A act: -10; PfHsp90 set2: -9; phage Ecoli inh: 3.1; AddAB inh: 3.0; Mot1-301 SUMO: -15; E coli growth: 2.1; HTR5A ag ctr: 1; DSG3 Ab inh: 95; HTR5A inv ag: -4; MOR-DOR inv ag: 16

How did CC1CC(C)CN(C(=O)CCc2ccccc2)C1 (stereo not given) do in these assays?
MOR-DOR ag: -2.1; PKA-R1A act: 3; PfHsp90 set2: -16; phage Ecoli inh: 0.7; AddAB inh: 2.3; Mot1-301 SUMO: 285; E coli growth: 1.0; HTR5A ag ctr: 1; DSG3 Ab inh: 100; HTR5A inv ag: -4; MOR-DOR inv ag: 12
